NCI-60 one-dose screen, 48 h, at 10 µM unless noted. Numbers give growth in % (100 = growth as untreated, 0 = no growth, -100 = all killed).
HCT-116: HCT-116 colon cancer; hit rate 7.3% among 82,000
IGROV1: IGROV1 ovarian cancer; hit rate 4.7% among 79,000
SW-620: SW-620 colon cancer; hit rate 5.2% among 82,000
HCT-15: HCT-15 colon cancer; hit rate 5.2% among 82,000; AID 1794746
OVCAR-4: OVCAR-4 ovarian cancer cells; hit rate 3.7% among 80,000
HT29: HT29 colon cancer; hit rate 7.4% among 81,000; AID 1794748
SK-OV-3: SK-OV-3 ovarian cancer cells; hit rate 3.2% among 80,000; AID 1794785
COLO 205: COLO 205 colon cancer. hit rate 7.3% among 79,000. AID 1794742
KM12: KM12 colon cancer cells. AID 1794800. hit rate 5% among 82,000
Numbers without * were called inactive; x = no result given; & = joins results of further samples. Rule for the calls: active = growth percent below 10; inactive = the rest.

SMILES,HCT-116,IGROV1,SW-620,HCT-15,OVCAR-4,HT29,SK-OV-3,COLO 205,KM12
Cc1[nH][nH]c(=O)c1C(CC(=O)O)c1ccc(Cl)cc1 (stereo not given),111,108,103,101,112,109,108,125,113
CC1[C@H]2[C@H](C[C@H]3[C@@H]4CC=C5c6sc(Nc7ccc(F)cn7)nc6CC[C@]5(C)[C@H]4CC[C@@]32C)O[C@]12CC[C@@H](C)CO2 (stereo not given in full),98,99,106,95,93,106,119,75,96
CC(C)=CCC/C(C)=C/CC/C(C)=C/CC[C@]1(C)CCc2c(C)c(OC(=O)NS(=O)(=O)c3ccc(C)cc3)c(C)c(C)c2O1,82,107,102,102,103,96,105,110,110
COc1cc(/C=C(/c2ccccc2)[N+](=O)[O-])c(OC)c2c1OCO2,-86*,-42*,-41*,-30*,-26*,1.3*,63,-53*,-51*
Cc1[nH]c(C(=O)Nc2ccc(C(=O)N3CCN(c4cc5c(cc4F)c(=O)c(C(=O)O)cn5C4CC4)CC3)cc2OC(C)C)c(Cl)c1Cl,38,50,96,18,95,37,110,114,80
CCOC(=O)c1c2c(c(C)n1Cc1ccccc1)-c1nc(Nc3ccccc3)ncc1CC2,63,76,90,79,59,67,91,103,78
O=C1C=CC(=O)N1c1cccc2cccnc12,100,108,109,100,106,115,105,111,102
O=[N+]([O-])/C=C/c1cccs1,104,96,109,102,114,104,105,108,108

SMILES,HCT-116,IGROV1,SW-620,HCT-15,OVCAR-4,HT29,SK-OV-3,COLO 205,KM12
C[C@H](O)C[C@H]1CC1c1ccc2ccccc2c1 (stereo not given in full),97,x,101,x,92,97,97,111,104
COc1ccc(C(=O)CSc2nc3c(c(Nc4cccc(S(N)(=O)=O)c4)n2)CCC3)cc1,103,102,94,97,99,107,101,105,102
COc1cc2c(cc1OC)C(C)=NCC2,81,97,110,105,114,77,99,104,101
Clc1ccc(-c2nnc(Cn3nnc4ccccc43)o2)cc1,94,93,98,108,98,106,100,x,102
CCCC[n+]1ccc2ccccc2c1,96,95,108,106,105,90,103,100,104
COc1cccc(-c2nc3sccn3c2-c2ccnc(NCCNS(=O)(=O)c3cccc4ccccc34)n2)c1,82,81,124,102,104,75,117,94,87
O=c1[nH]c(NC2CCCC2)nc2c3c(sc12)CCCC3,101,105,108,103,108,98,102,113,101
O=C(CC(c1ccccc1)N1CCN(C(CC(=O)c2ccccc2)c2ccccc2)CC1)c1ccccc1 (stereo not given),80,109,98,98,97,93,113,124,98

Of the compounds above, these have a Cl atom.
SMILES,HCT-116,IGROV1,SW-620,HCT-15,OVCAR-4,HT29,SK-OV-3,COLO 205,KM12
Cc1[nH][nH]c(=O)c1C(CC(=O)O)c1ccc(Cl)cc1 (stereo not given),111,108,103,101,112,109,108,125,113
Cc1[nH]c(C(=O)Nc2ccc(C(=O)N3CCN(c4cc5c(cc4F)c(=O)c(C(=O)O)cn5C4CC4)CC3)cc2OC(C)C)c(Cl)c1Cl,38,50,96,18,95,37,110,114,80
Clc1ccc(-c2nnc(Cn3nnc4ccccc43)o2)cc1,94,93,98,108,98,106,100,x,102

(further entries)
SMILES,HCT-116,IGROV1,SW-620,HCT-15,OVCAR-4,HT29,SK-OV-3,COLO 205,KM12
CCN1CCN(Cc2ccc(NC(=O)Nc3ccc(-n4ccc5c(NC(=O)c6ccccc6)nccc54)cc3)cc2C(F)(F)F)CC1,-84*,44,-12*,-6.1*,79,-35*,63,-88*,14
N#C/C(=N\Nc1ccc(Cl)cc1)C(=O)C1CC1,64,54,63,54,31,68,66,60,56
COC(=O)[C@H]1CCCN1C(=O)C1CCCN1C(=O)[C@@H](Cc1ccccc1)NC(=S)Nc1cc(C(F)(F)F)cc(C(F)(F)F)c1 (stereo not given in full),65&112,70&123,89&104,76&96,81&104,73&111,109&128,91&121,97&111
COc1ccc(C(C)(c2c[nH]c3ccccc23)c2c[nH]c3ccccc23)cc1,62,70,85,67,66,63,75,77,61
CC1(CCc2ccccc2)NC(=O)N(CC(=O)Nc2c(F)cccc2F)C1=O (stereo not given),100,115,106,107,100,101,103,74,98
CC(C)CCc1nc2ccc(NCc3ccc(OCCN4CCOCC4)cc3)cc2[nH]1,90,90,96,97,88,93,104,106,98
CCCCCCCC(=O)SCC/C=C/[C@@H]1CC(=O)NCc2cccc(n2)C2=N[C@@](C)(CS2)C(=O)N[C@@H](C(C)C)C(=O)O1,-28*,3.4*,3.6*,2.9*,18,1.0*,-31*,-62*,3.7*
O=C1C=CC2C3C=CC(C3)C12 (stereo not given),105,118,94,103,110,107,94,93,103

Profiles, quoted from the list:
CCCCCCCC(=O)SCC/C=C/[C@@H]1CC(=O)NCc2cccc(n2)C2=N[C@@](C)(CS2)C(=O)N[C@@H](C(C)C)C(=O)O1 in the list: HCT-116 = -28*; IGROV1 = 3.4*; SW-620 = 3.6*; HCT-15 = 2.9*; OVCAR-4 = 18; HT29 = 1.0*; SK-OV-3 = -31*; COLO 205 = -62*; KM12 = 3.7*
CC1(CCc2ccccc2)NC(=O)N(CC(=O)Nc2c(F)cccc2F)C1=O (stereo not given) in the list: HCT-116 = 100; IGROV1 = 115; SW-620 = 106; HCT-15 = 107; OVCAR-4 = 100; HT29 = 101; SK-OV-3 = 103; COLO 205 = 74; KM12 = 98

Further results
SMILES,HCT-116,IGROV1,SW-620,HCT-15,OVCAR-4,HT29,SK-OV-3,COLO 205,KM12
COc1cc(-c2nc3cc(N)ccc3o2)cc(OC)c1OC,106,114,105,94,104,95,120,121,101
O=c1cc(-c2sc(N3CCCCC3)nc2-c2ccccc2)c2cc(Cl)ccc2o1,80,66,96,95,93,95,76,105,94
O=C(O)CCCn1c(=O)c2sc3ncccc3c2n2nnc(-c3ccccc3)c12,102,x,113,112,102,103,x,105,114
C#C[C@]1(O)CC[C@H]2[C@@H]3CC=C4c5sc(Nc6cc(OC)ccc6OC)nc5CC[C@]4(C)[C@H]3CC[C@@]21C,19,48,18,10,64,21,5.8*,19,25
N=C(N)c1ccc(-c2ccc(-c3cccs3)s2)nc1,18,70,22,12,35,-20*,63,-94*,x
Fc1ccc(-c2ccnc3nc(-c4ccncc4)nn23)cc1,95,104,30,103,109,97,104,108,100
COc1nc(N)ncc1-c1ccc2ncnc(N3CCc4cc(F)c(Cl)cc43)c2c1,-9.0*,-45*,34,24,-85*,37,-37*,-55*,70
Cc1ccc2c(c1)/C(=N/c1nc(-c3ccc(Cl)cc3)cs1)C(=O)N2,69,80,95,97,100,74,101,98,93

SMILES,HCT-116,IGROV1,SW-620,HCT-15,OVCAR-4,HT29,SK-OV-3,COLO 205,KM12
CC(C)(C)c1cc(/N=C/c2cccnc2)n(-c2ccccc2)n1,100,65,94,101,113,108,94,94,102
CCOC(=O)c1cc2c(n1Cc1cc(OC)cc(OC)c1)-c1nc(N)sc1CCC2,79,95,92,88,92,96,89,97,96
COc1ccc(C2OCCO2)cc1,98,120,109,92,104,107,102,112,103
NC(N)=Nc1ccc(C(=O)Oc2ccc([N+](=O)[O-])cc2CN2CCCCC2)cc1,104,109,103,103,86,118,97,114,102
CN1CCN(CC(=O)Nc2nc3c(s2)Nc2cc(Cl)c(Cl)cc2NC3=O)CC1,100,110,112,104,116,99,99,107,102
O=c1cc(C=NCc2nc(-c3ccccc3)cs2)c2cc(Cl)ccc2o1,63,73,101,60,79,99,61,81,55
COc1ccc(NC(=O)c2sc3nc4c(cc3c2N)CN(CCc2ccccc2)CC4)cc1,94,96,88,94,70,106,96,118,97
O=C(CC(O)c1coc(-c2ccc(Cl)cc2)n1)c1ccc(Cl)cc1 (stereo not given),95,110,97,106,114,98,70,76,92

SMILES,HCT-116,IGROV1,SW-620,HCT-15,OVCAR-4,HT29,SK-OV-3,COLO 205,KM12
CCN1CCN(Cc2cn(CC(=O)Nc3ccc4c(ccn4Cc4ccccc4)c3)nn2)CC1,99,105,99,109,97,102,93,99,101
C#CCOC(=O)Nc1cccc(Cl)c1,108,120,105,103,110,107,104,112,101
CCOC(=O)C1=C(C(=O)OCC)N(c2cc(OC)c(OC)c(OC)c2)C(N)=C(C#N)C1c1cc(=O)[nH]c2ccccc12 (stereo not given),100,98,99,106,101,112,97,111,102
O=S(=O)(O)c1ccc(N/N=C/c2ccc(Cl)c(Cl)c2)cc1,112,108,105,102,x,111,111,111,109
CN(C)S(=O)(=O)c1cccc(-c2nc3sc4c(c3c(=O)[nH]2)CCCC4)c1,-41*,32,14,115,-56*,20,7.1*,65,44
O=C(Nc1c(Cl)cccc1Cl)OCc1ccco1,84,118,94,73,101,101,106,112,100
CC(=O)C(CCN(C)C)c1ccccn1 (stereo not given),96,101,100,102,103,102,116,116,105
COc1ccc(-c2ccc(SCC(=O)NCCc3ccc(S(N)(=O)=O)cc3)nn2)cc1,70,82,103,110,77,97,71,95,96

SMILES,HCT-116,IGROV1,SW-620,HCT-15,OVCAR-4,HT29,SK-OV-3,COLO 205,KM12
O=C1/C(=C/c2cc(F)cc(F)c2)Cc2c(F)ccc(Br)c21,109,104,100,98,94,93,93,113,99
CC(C)N(Cc1ccccc1)c1c(Cl)ssc1=O,100,-9.2*,110,108,104,100,94,106,106
O=C1NC(=O)/C(=C\c2ccncc2)N1,90,109,99,99,99,100,99,103,87
COc1ccc(/C=C2\Cc3c(F)ccc(Br)c3C2=O)cc1OC,97,101,104,101,106,102,97,90,99
CC(C)C1NC(C)(C)CO1 (stereo not given),101,109,95,97,101,102,106,113,107
CCCCC/C=C\C/C=C\CCCCCCCCOc1ccccc1CCOP(=O)(O)OCC[N+](C)(C)C,102,105,103,103,120,110,108,111,103
N#C/C(=C/NC(=S)N=Nc1c(O)[nH]c2ccccc12)C(N)=O,91,108,106,105,97,102,108,99,100
O=C(/C=C/c1ccc(Oc2ccc(Cl)cc2)cc1)c1ccc(Br)cc1,101,105,108,104,107,110,108,112,105

SMILES,HCT-116,IGROV1,SW-620,HCT-15,OVCAR-4,HT29,SK-OV-3,COLO 205,KM12
CCOC(=O)C1=CC(=O)CC(C)(C)O1,110&97,120&103,105&96,103&101,117&128,101&93,114&108,111&105,77&107
COc1c(C)cnc(CSc2nc(-c3ccc(Cl)cc3)cn2-c2ccc(Cl)cc2)c1C,81,99,95,87,82,68,85,85,97
O=C(Nc1ccccc1)Nc1ccc(OCc2ccc(Cl)cc2)cc1,91,108,86,91,83,99,117,102,97
N#Cc1ccc(N2CSC3=N/C(=C\c4ccc(Cl)cc4)C(=O)N3C2)cc1,87,120,98,96,98,104,103,106,97
CCN1CCN(c2ccc(NC(=O)Nc3nc4ccc(-c5ccccc5OC)cc4s3)cc2)CC1,-82*,-71*,-70*,-83*,-76*,-92*,-13*,-73*,-83*
O=C(Nc1ccccc1)Nc1ncnc2c1ncn2-c1ccncc1,96,103,104,95,109,100,109,111,95
COc1ccc(/C=N/N(C)C(=O)Nc2cccc(Cl)c2)cc1OC,89,102,102,90,86,81,109,105,99
CN1C(=O)C(OCc2ccc(C#N)cc2)Oc2cc(C(=O)O)ccc21 (stereo not given),105,102,98,102,102,105,93,107,103

SMILES,HCT-116,IGROV1,SW-620,HCT-15,OVCAR-4,HT29,SK-OV-3,COLO 205,KM12
CC(=O)OCC(COC(C)=O)OC(C)=O,102,103,101,99,118,106,103,109,102
NN1CCc2ccccc2C1,106,x,108,107,120,95,107,105,110
CCOC(=O)c1sc2nc(-c3ccc(N(C)C)cc3)nc(N3CCOCC3)c2c1C,91,94,97,91,102,100,112,123,105
O=C(CSc1nnc(Cn2c(C(F)(F)F)nc3ccccc32)o1)Nc1ccccc1,94,102,109,106,105,88,106,104,103
O/N=C(/CSc1n[nH]c(-c2ccncc2)n1)c1ccc(Cl)cc1,97,100,104,101,107,111,99,112,107
COc1ccc2cc(C(=O)/C=C/N=C3C=NNC3=O)ccc2c1,86,70,97,87,89,77,73,96,100
CN(C)CCn1c2ccc(N)cc2c2nc3ccccc3nc21,11,23,17,21,53,21,37,9.4*,38

High-throughput results: PubChem, NCI
